HSF1 activator – increases HSF-1 driven luciferase reporter signal | NIH3T3-HGL HSF-1 luciferase reporter, MG132, 8 h; 100% = twice DMSO control signal | 1.7% of 300,000 active | activation, % at 9 µM;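 active means mean replicate activation of at least 50% with a set share of replicates each reaching 50%; inconclusive means only one of those two conditions met; inactive means mean below 50% and too few replicates reaching it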;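 further: 0% = median of the neutral control wells and 100% = twice that signal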
GSK3 alpha inh – inhibitors of human GSK-3 alpha kinase; 0.1% of 320,000 active; AID 2650; P49840; inhibition, % at 10 µM; ADP-Glo luminescence, 60 min;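 in the data active means inhibition above about 50%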;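 further: GST-tagged GSK-3 alpha with peptide substrate and 25 µM ATP; 0% = DMSO neutral wells and 100% = GW8510 positive control wells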
Target sequence (P49840 whole entry, looked up): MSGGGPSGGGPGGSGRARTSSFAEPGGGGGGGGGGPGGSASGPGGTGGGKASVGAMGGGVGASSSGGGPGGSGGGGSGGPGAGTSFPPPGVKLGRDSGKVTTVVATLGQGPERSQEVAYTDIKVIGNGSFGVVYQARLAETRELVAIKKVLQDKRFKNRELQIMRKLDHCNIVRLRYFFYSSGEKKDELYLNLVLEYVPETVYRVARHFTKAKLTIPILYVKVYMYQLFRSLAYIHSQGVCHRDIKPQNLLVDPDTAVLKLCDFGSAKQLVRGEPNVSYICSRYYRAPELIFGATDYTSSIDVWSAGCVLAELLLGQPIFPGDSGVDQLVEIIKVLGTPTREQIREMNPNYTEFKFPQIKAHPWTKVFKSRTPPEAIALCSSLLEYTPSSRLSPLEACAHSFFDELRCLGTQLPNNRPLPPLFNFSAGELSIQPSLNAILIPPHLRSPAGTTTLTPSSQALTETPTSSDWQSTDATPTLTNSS
HSP90 inh – inhibitors of HSP90 luciferase refolding in rabbit reticulocyte lysate. luciferase refolding luminescence, 3 h. 0.91% of 290,000 active. inhibition, % at 5.6 µM;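 active means inhibition above the screen-wide mean plus 3 SD, computed separately per campaign, cut at about 16% in these data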;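 further: 0% = DMSO wells and 100% = 60 µM geldanamycin wells; inhibitors lower the luminescence because luciferase stays unfolded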
Dyrk1A ADPGlo – Dyrk1A (rat) kinase inhibition; ADP-Glo luminescence, NFATc1 peptide; Q63470; 0.43% of 310,000 active; inhibition, % at 12.5 µM; in the data active means inhibition above about 50%;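 further: plate controls were vehicle with enzyme for no effect and no enzyme for full effect; many of its hits are not listed in these tables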
GSK3B inh – blocks human GSK3beta kinase activity. activity score (negative = inhibition), % at 10 µM. 0.038% of 300,000 active. GST-GSK3beta kinase, ADP-Glo luminescence, 60 min; active compounds read low. P49841;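 active means more than half of replicate wells score below -50%, meaning over 50% inhibition versus plate controls; inconclusive means some replicates but at most half score below -50%; inactive means no replicate scores below -50%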;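 further: 0% = median DMSO wells and -100% = median GW8510 positive control wells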
Target sequence (P49841 whole entry, looked up): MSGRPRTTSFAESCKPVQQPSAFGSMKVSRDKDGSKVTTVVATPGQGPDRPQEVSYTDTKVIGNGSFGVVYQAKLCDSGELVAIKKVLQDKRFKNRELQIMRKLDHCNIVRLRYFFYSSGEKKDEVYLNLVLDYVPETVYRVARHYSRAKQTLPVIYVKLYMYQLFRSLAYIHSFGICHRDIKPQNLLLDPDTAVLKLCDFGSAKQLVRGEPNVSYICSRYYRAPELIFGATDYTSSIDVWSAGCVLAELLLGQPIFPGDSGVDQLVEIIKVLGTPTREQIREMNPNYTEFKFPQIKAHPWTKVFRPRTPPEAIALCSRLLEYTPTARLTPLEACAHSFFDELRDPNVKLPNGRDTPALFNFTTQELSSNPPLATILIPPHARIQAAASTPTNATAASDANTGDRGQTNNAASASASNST
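Test system: GST-fused GSK3beta enzyme, cell-free | Quantity: 1.6 ng GST-GSK3beta enzyme per well | Reagent: 25 µM ATP with peptide substrate | Schedule: 60 min enzyme reaction, room temperature | Signal: Luminescent ADP-Glo measurement of ADP formed | Read-out basis: Score relative to plate controls | Control set: DMSO and 20 µM GW8510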
Platelet DG rel – platelet dense granule release activity; 0.22% of 300,000 active; AID 1663; inhibition, %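 (compounds screened at 7.5 µM in platelet-rich plasma)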; human platelet-rich plasma, SFLLRN dense granule ATP release, luminescence;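 active means mean replicate score, as percent of positive control, at or above 50; inconclusive means mean below 50 but at least one replicate at or above 50; inactive means mean and every replicate below 50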
IEC-6 cytotox – kills IEC-6 intestinal cells in KLF5 counter-screen; IEC-6 cytotoxicity, luminescence viability; inhibition, % at 5 µM; 0.78% of 290,000 active; in the data active means inhibition above about 22%;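 further: 0% = plate median of test compound wells and 100% = cytotoxic reference compound wells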
HSF1 inhib – HSF1 inhibition | activity change, negative = inhibition, % at 7.5 µM (by protocol) | NIH3T3-HGL HSE-luciferase, MG132-induced, luminescence 8 h; active compounds read low | 0.77% of 300,000 active;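 active means more than half of replicate wells show activity change below -50%, luminescence cut by over half; inconclusive means some wells, but at most half, below -50%; inactive means no replicate well below -50%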;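 further: luciferase reports HSF-1 transcriptional activity via heat shock element; 0% = median of DMSO wells and -100% = zero luminescence signal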
KLF5 inhibitor – kruppel-like factor 5 inhibition; DLD-1 KLF5 promoter-luciferase reporter, luminescence; inhibition, % at 5 µM; 0.23% of 290,000 active;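 active means inhibition above a per-plate limit of that plate's mean compound inhibition plus 3 SD, cut at about 60% in these data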;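 further: 0% = DMSO wells and 100% = LY294002 at 200 µM; higher means less KLF5 promoter-driven luciferase light; inactives centre near -14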
aSyn 5UTR inh – MLPCN primary screen, SNCA 5' untranslated region. inhibition, % (tested at 7.5 µM). AID 1813. 0.82% of 300,000 active. alpha-synuclein 5'UTR reporter, inhibitor activity; in the data active means inhibition above about 60%; inconclusive means no clear call, values can overlap the other calls;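 further: H4 neuroglioblastoma cells stably carrying SNCA 5'UTR luciferase fusion; 0% = DMSO wells and 100% = positive control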
* = called active by the depositor; ? = inconclusive; / = not tested or not shown.

SMILES	HSF1 activator	GSK3 alpha inh	HSP90 inh	Dyrk1A ADPGlo	GSK3B inh	Platelet DG rel	IEC-6 cytotox	HSF1 inhib	KLF5 inhibitor	aSyn 5UTR inh
COc1ccccc1-n1c(-c2ccc(F)cc2)coc1=O	-1.4	-0.3	-4.4	-4.0	0.0	0.9	1.0	0.1	-66.5	-4.1
Cc1cc(C)cc(NC(=S)N2C3CCCC2CC(NC(=O)C2CC2)C3)c1 (stereo not drawn)	8.4	0.1	-1.6	1.0	-1.1	-6.7	8.1	-0.2	2.1	-2.5
O=C1Cc2cc(S(=O)(=O)N3CCNCC3)ccc2N1	-0.2	2.5	/	-1.8	/	/	/	-0.2	/	/
COc1ccc(S(=O)(=O)CCC(=O)N2CC(=O)N(CCc3ccccc3)C(=O)C2)cc1	/	-0.2	1.5	-3.9	/	/	1.8	/	4.2	/
O=C(c1cc(S(=O)(=O)N2CCN(c3ccccc3)CC2)ccc1Cl)N1CCCCCCC1	6.1	1.5	/	0.9	2.9	-3.5	/	2.4	/	0.1
CC(Oc1ccccc1F)C(=O)NC1CCS(=O)(=O)C1 (stereo not drawn)	-8.4	-0.7	2.4	/	1.7	2.2	1.6	-2.0	-32.7	2.2
Cc1cccc(NC(=O)c2ccccc2OCC(=O)c2ccc(F)cc2)c1	14.8	-4.4	-5.8	-4.9	2.7	2.6	-2.8	1.4	2.7	?
N=c1c2c3c(sc2ncn1N)CCCCC3	-27.6	10.2	2.0	20.2	-5.8	3.6	6.9	-30.4	9.1	2.6
Cc1cc(C(=O)N/N=C/c2ccc(N(C)C)o2)cs1	2.8	1.4	5.5	0.3	-4.0	3.3	1.7	23.8	1.9	-17.3
COc1ccc(S(=O)(=O)n2cccc2)c(OC)c1	6.1	-2.0	10.4	-1.4	-6.6	5.9	8.0	-4.4	-3.4	1.9
Brc1ccc(CNc2nc3ccccc3n2CCN2CCCCC2)cc1	16.3	0.3	-4.8	/	-2.3	-2.1	-0.2	8.5	-1.5	-7.2
COc1ccc(Br)cc1/C=N/Nc1ccc(Cl)c(C(=O)O)c1	21.9	-7.2	0.1	-2.3	0.7	-2.4	3.0	-3.0	1.7	11.7
CCOC(=O)/C(C#N)=C\c1ccc(CC)s1	-5.0	-0.2	0.5	-0.4	-0.9	-2.2	0.0	12.9	-5.7	-27.3
CC(C)(C)NC(=O)c1ccc2c(c1)N(CC(=O)N1CCCC1)C(=O)C(C)(C)O2	-9.2	-0.1	-5.5	-6.1	1.6	0.9	0.4	-1.1	-23.6	7.6
CCS(=O)(=O)N1Cc2ccccc2CC1C(=O)Nc1nc2ccc(F)cc2s1 (stereo not drawn)	-25.5	-6.3	-3.8	15.2	-0.4	7.0	2.9	-14.6	-8.6	-83.8
OC[C@@H](O)C1OC2NC(=S)OC2C1O (stereo partly drawn)	?	-0.3	4.0	-9.0	2.4	3.2	1.7	2.1	-21.4	0.6
Cc1ccnc(NC(=O)CNC(=O)c2ccccc2)c1	-46.4	2.8	/	5.3	0.2	-2.5	/	-25.3	/	-4.4
CCCc1nc2oc3c(Cl)ncnc3c2c2c1CCCC2	-6.3	-1.8	-2.3	0.8	3.2	-4.1	-11.2	-3.6	-26.6	7.6
O=C(c1ccc(COc2ccccc2[N+](=O)[O-])o1)N1CCCCCC1	9.5	0.2	-2.2	0.5	2.2	4.3	3.3	7.6	-52.9	-79.6
COCC(=O)N1CCC(Oc2ccc(C(=O)N(C)Cc3nccs3)cc2)CC1	-4.4	3.4	-3.3	-3.9	1.3	-13.5	1.1	0.3	-10.3	0.5

Rewritten bar-delimited: 2 of the compounds above
Structure | HSF1 activator | GSK3 alpha inh | HSP90 inh | Dyrk1A ADPGlo | GSK3B inh | Platelet DG rel | IEC-6 cytotox | HSF1 inhib | KLF5 inhibitor | aSyn 5UTR inh
CCCc1nc2oc3c(Cl)ncnc3c2c2c1CCCC2 | -6.3 | -1.8 | -2.3 | 0.8 | 3.2 | -4.1 | -11.2 | -3.6 | -26.6 | 7.6
CCOC(=O)/C(C#N)=C\c1ccc(CC)s1 | -5.0 | -0.2 | 0.5 | -0.4 | -0.9 | -2.2 | 0.0 | 12.9 | -5.7 | -27.3

Following part.
SMILES	HSF1 activator	GSK3 alpha inh	HSP90 inh	Dyrk1A ADPGlo	GSK3B inh	Platelet DG rel	IEC-6 cytotox	HSF1 inhib	KLF5 inhibitor	aSyn 5UTR inh
CC(C)Oc1ccc(/C=N/NC(=O)c2nnn(-c3nonc3N)c2CN(C)c2ccccc2)cc1	12.1	-2.1	5.1	-4.7	4.3	-10.6	4.5	-0.7	8.9	6.2
CCOP(=O)(OCC)C(C#N)=C1SCN(c2ccccc2)CS1	-0.2	-0.8	1.2	4.0	0.8	1.5	9.1	-6.2	-13.9	-14.2
COc1ccc(NC(=O)c2onc(C)c2Cl)cc1OC	1.0	0.3	0.3	14.9	1.1	-21.5	-1.4	-2.0	-32.3	-12.4
O=C1CSC(c2cccnc2)N1c1ccc(F)cc1 (stereo not drawn)	6.1	0.5	-0.1	-2.0	-1.2	0.1	1.7	-7.3	-4.5	6.9
Cc1ccc(NC(=O)CSc2nnc(-c3ccncc3)s2)cc1	1.8	-0.9	0.1	-6.5	-0.7	-5.3	-9.0	-1.6	-6.1	-6.5
CN(C)CCCNc1ccc(-c2nn(C)c(=O)c3ccccc23)cc1[N+](=O)[O-]	14.1	3.6	2.3	2.5	0.7	-5.0	-0.5	2.3	-14.6	-19.0
COc1ccc(C2C(CC(=O)O)=C(O)C(=O)N2c2ccccc2)cc1 (stereo not drawn)	16.1	-0.4	-2.2	-2.8	3.8	8.7	-1.7	-0.5	-12.3	-28.2
O=C(c1cc(-c2ccco2)on1)N1CCOCC1	20.8	-1.0	-0.9	-0.2	1.1	10.5	-1.4	4.4	-38.1	-7.8
CC1CCC/C(=N\NC(=S)Nc2ccccc2)C1 (stereo not drawn)	7.0	-0.9	-7.3	-3.1	0.9	-9.9	-1.7	-1.6	-47.8	-94.0
Cc1ccc(NC(=O)c2ccccc2F)nc1	36.0	1.9	5.4	-1.6	-1.3	1.5	2.1	12.3	-112.4	-87.7
CC(=O)Nc1cccc(-c2csc(Nc3ccc(C)cn3)n2)c1	67.2*	-1.2	5.5	23.3	-2.8	1.9	-1.9	35.1	-105.3	-65.9
COc1ccc(OC2C(=O)N(Cc3ccc4c(c3)OCO4)C2c2sccc2C)cc1 (stereo not drawn)	-80.2	-2.3	-1.1	-1.0	1.7	-6.6	-4.3	-75.1*	-3.0	21.4
COc1ccc(OC)c(-c2csc(N(CC3CCCO3)C(=O)C3CCCCC3)n2)c1 (stereo not drawn)	5.5	-3.0	4.2	11.8	-7.4	2.5	1.0	-4.6	20.0	-0.5
O=C(NCCC1=CCCCC1)C1CCCN(S(=O)(=O)c2ccccc2)C1 (stereo not drawn)	0.0	-0.9	-2.8	-7.2	-0.7	4.5	4.8	-3.9	7.5	16.4
COc1cc(NC(=O)c2ccccc2-c2ccccc2)cc(OC)c1OC	6.2	-1.0	3.4	/	1.9	-2.9	1.4	-3.1	-29.0	-2.5
CC(=O)N1CCc2cc(C(=O)CN3CCC(C)CC3)ccc21	10.6	-2.8	-0.7	0.1	2.0	-9.2	2.0	-1.9	-20.9	0.7
CCCCCCc1ccc(N2C[C@H](Cc3ccccc3)[C@@H](CC(=O)NCc3ccc(OC)cc3)C2=O)cc1	-2.5	-2.4	2.6	-6.4	7.0	-4.1	6.3	-4.0	8.4	7.8
CC(=O)[C@@]1(O)[C@H](C)CC2C3CC=C4CC(OP(=O)(O)O)CC[C@]4(C)C3CC[C@@]21C (stereo partly drawn)	-8.9	3.4	5.6	-0.4	0.3	-7.0	-2.3	-5.6	-7.0	15.6
O=C(NCc1ccc(Cl)cc1)c1ccc(Cl)cc1[N+](=O)[O-]	-12.3	1.7	-3.6	-3.3	2.5	1.6	-6.8	0.4	-18.8	4.3
O=C(CCCN1C(=O)/C(=C\c2cccc(Br)c2)SC1=S)Nc1cccnc1	5.5	1.5	6.4	0.1	1.7	-0.7	-3.8	5.1	-26.4	-37.0
O=C(O)Cc1nc2nc3c(c(=O)n2[nH]1)CCCC3	0.7	-1.8	2.5	-2.2	1.1	-2.9	-4.5	-5.4	-20.8	5.7
COc1ccccc1CCNC(=O)c1ccc(NC(=O)CC2SC(N3CCCC3)=NC2=O)cc1 (stereo not drawn)	-16.6	-1.3	/	0.0	3.0	-0.3	/	-3.2	/	12.3
Cc1cccc(NC(=O)c2cc(=O)c3ccccc3o2)n1	16.9	-1.8	-5.0	0.0	-1.3	-3.2	-4.8	4.3	-48.9	-132.4
CN(C)C(=O)C1C2NC(=S)N(c3ccc(Cl)cc3)C1(C)Oc1ccc(Cl)cc12 (stereo not drawn)	-1.9	-1.6	-2.9	-9.0	2.2	-29.2	4.6	-0.1	-21.9	5.1
CCc1ccc(-c2nn(-c3cc(Cl)ccc3[N+](=O)[O-])c(=O)c3ccccc23)cc1	/	/	0.7	5.5	/	/	-3.4	/	-16.9	/
CCCC(=O)Nc1ccc2c(c1)nc(CCNC(=O)c1ccco1)n2C	-9.8	-4.8	1.2	/	2.3	-0.4	-2.6	-3.9	-32.7	8.5
N#Cc1c2nc3ccccc3nc2n2cc(NC(=O)c3ccc(F)cc3)ccc12	/	/	-3.5	7.4	/	/	-1.3	/	-15.6	/
Cc1ccccc1C1=N/C(=C/c2cccs2)C(=O)O1	-12.7	0.4	-2.1	-4.3	0.2	-1.4	2.6	-8.2	-19.2	20.0
c1ccc(C2CC(c3cccs3)n3nnnc3N2)cc1 (stereo not drawn)	7.0	-2.1	4.1	-0.3	-1.0	-2.7	-4.1	-6.0	-7.1	26.2
CN1CCN(c2ccc(NC(=S)NC(=O)c3cccc4c(Br)cccc34)cc2)CC1	7.3	-0.9	-3.5	-6.5	-0.5	-0.6	1.3	2.5	-14.2	-0.8
CCCCN(CC)CCCNC(=O)C1CCN(c2ncnc3c2sc2cccc(F)c23)CC1	13.7	8.8	0.6	35.1	-4.8	-4.7	17.6	7.8	-17.9	-38.5
COc1ccc(NS(=O)(=O)c2ccc3c(c2)Cc2ccccc2-3)cn1	-11.5	0.5	1.9	12.3	-0.8	-5.4	-5.5	-3.7	1.7	-0.5
CCOC(=O)c1cccc(NC(=O)/C=C/c2ccc([N+](=O)[O-])cc2)c1	-0.6	0.3	-4.0	-0.2	1.5	2.2	3.2	-0.3	-5.0	42.8
Cc1ccc(S(=O)(=O)CC(=O)Nc2cc(C)on2)cc1	-14.1	-2.3	3.3	-0.9	0.0	1.3	2.8	3.3	-16.2	17.5
COC(=O)c1ccc(COc2cccc3c2CCN(Cc2cccc(C)c2)C3=O)o1	0.2	-1.5	0.7	-8.5	-1.5	-1.5	2.7	2.8	-18.0	47.3
CCC(C)N1C(=S)SC(C)(C)C1N(O)C(=O)NC1CCCCC1 (stereo not drawn)	42.5	-5.5	-0.2	18.8	0.9	1.3	-4.7	8.0	-18.9	2.3
COCCCNC(=S)N(Cc1ccccc1)Cc1ccccc1	32.5	-0.8	3.0	1.8	0.4	-13.3	8.8	-3.5	-2.6	8.7
CC1CCN(S(=O)(=O)c2cccc(C(=O)Nc3ccccc3)c2)CC1	9.1	-0.7	-0.2	6.2	1.1	-7.0	-5.8	-6.7	-25.0	-11.4

Only part of the results is shown, so the mix of outcomes need not match the whole.
